From PubChem BioAssay
FBA Mtb inh – Mtb FBA enzyme inhibitors, primary screen, biochemical, fluorescence, strain H37Rv. Fructose-bisphosphate aldolase (Mycobacterium tuberculosis (strain ATCC 25618 / H37Rv)), …. AID 588726, 2011. 2.3% of 360,000 active. inhibition, % at 1 µM. purified M. tuberculosis FBA, fluorescence read-out; in the data active = inhibition above about 27%;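 also: 0% = vehicle and 100% = reference inhibitor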
Target sequence (P9WQA3 whole entry, looked up): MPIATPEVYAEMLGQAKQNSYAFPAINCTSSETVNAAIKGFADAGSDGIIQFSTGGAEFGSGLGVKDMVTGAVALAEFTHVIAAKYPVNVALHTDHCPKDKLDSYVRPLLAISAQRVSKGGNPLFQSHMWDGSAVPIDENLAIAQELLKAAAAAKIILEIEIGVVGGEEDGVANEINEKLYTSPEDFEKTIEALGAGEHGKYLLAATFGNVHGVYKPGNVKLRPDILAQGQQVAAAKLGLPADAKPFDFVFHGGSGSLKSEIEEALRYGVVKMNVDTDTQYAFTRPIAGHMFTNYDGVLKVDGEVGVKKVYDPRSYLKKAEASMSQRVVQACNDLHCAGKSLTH
PrPC surface inh – inhibitors of human cell surface prion protein PrPC, primary screen, cell-based, TR-FRET; Major prion protein (Homo sapiens), P04156; TR-FRET read-out; inhibition, % at 13.8 µM; 0.43% of 370,000 active; AID 720596, 2013; in the data active = inhibition above about 24%; also: 0% = median of the test wells and 100% = reference compound wells
MazF activator – activators of E. coli MazEF toxin-antitoxin RNase, primary screen, biochemical, fluorescence, uHTS; 0.32% of 350,000 active; activation, % at 20 µM; AID 504720, 2011; Endoribonuclease toxin MazF (Escherichia coli (strain K12)), P0AE70; FAM/BHQ RNA-DNA oligo cleavage fluorescence, 5 h; in the data active = activation above about 50%
Target sequence (P0AE70 whole entry, looked up): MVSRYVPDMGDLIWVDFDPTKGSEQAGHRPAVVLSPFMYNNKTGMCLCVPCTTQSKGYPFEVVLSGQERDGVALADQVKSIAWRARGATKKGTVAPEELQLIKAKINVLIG
Mtb BioA inh – M. tuberculosis BioA enzyme inhibitors, primary screen, biochemical, plate reader, single point, HTS | 7,8-diaminopelargonic acid synthase BioA (Mycobacterium tuberculosis) | purified M. tuberculosis BioA enzyme | inhibition, % at 9.99 µM | 0.096% of 360,000 active | AID 602481, 2012; in the data active = inhibition above about 40%; inconclusive = no clear call, values can overlap the other calls
UGM FP inh – M. tuberculosis UGM enzyme inhibitors, primary screen, biochemical, fluorescence polarization, single point; UDP-galactopyranose mutase (Mycobacterium tuberculosis (strain ATCC 25618 / H37Rv)), …; purified UGM, fluorescence polarization probe displacement; inhibition, % at 10 µM; 0.06% of 320,000 active; AID 504406, 2011; in the data active = inhibition above about 10%, passing the limit was not always enough; inconclusive = no clear call, values can overlap the other calls
Rv3671c inh – Rv3671c serine protease inhibitors, primary screen, biochemical, fluorescence polarization, M. tuberculosis H37Rv; AID 2606, 2010; inhibition, % at 5.96 µM; 0.048% of 320,000 active; in the data active = inhibition above about 38%;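 also: extracellular domain of Rv3671c used as enzyme; 0% = enzyme with DMSO and 100% = no enzyme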
Target sequence (P9WHR9 whole entry, looked up, the tested form may be a part): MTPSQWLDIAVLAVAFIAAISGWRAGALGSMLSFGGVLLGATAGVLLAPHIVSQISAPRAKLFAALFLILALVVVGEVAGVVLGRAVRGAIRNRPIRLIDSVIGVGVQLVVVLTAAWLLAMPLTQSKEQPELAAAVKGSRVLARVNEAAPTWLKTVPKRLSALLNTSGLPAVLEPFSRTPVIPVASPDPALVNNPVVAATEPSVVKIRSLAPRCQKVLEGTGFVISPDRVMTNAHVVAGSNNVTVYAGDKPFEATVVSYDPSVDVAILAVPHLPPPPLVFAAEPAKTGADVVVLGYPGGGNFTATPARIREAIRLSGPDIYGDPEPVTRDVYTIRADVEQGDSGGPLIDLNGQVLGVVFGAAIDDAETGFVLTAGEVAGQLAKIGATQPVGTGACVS
FadD28 FP inh – inhibitors of FadD28 bisubstrate probe binding, primary screen, biochemical, fluorescence polarization, single point | inhibition, % at 12.5 µM | Mycobacterium tuberculosis FadD28 fatty-acid-AMP ligase | 0.22% of 360,000 active | AID 588549, 2011; in the data active = inhibition above about 8.5%, passing the limit was not always enough; inconclusive = no clear call, values can overlap the other calls
BoNT-F LC inh – BoNT/F light chain protease inhibitors, primary screen, biochemical, flow cytometry, MLPCN library. Botulinum neurotoxin type F light chain protease (Clostridium botulinum). Multiplex microsphere protease cleavage assay. inhibition, % at 10 µM. 0.22% of 360,000 active. AID 588497, 2011; in the data active = inhibition above about 35%, passing the limit was not always enough; inconclusive = no clear call, values can overlap the other calls; also: plate controls were buffer without enzyme for full effect and enzyme alone for no effect
GDH-TPI counter – GDH-TPI coupling enzyme inhibitors, primary screen, artefact control for M. tuberculosis FBA inhibitor project, biochemical, absorbance, full deck | inhibition, % at 4.8 µM | 1.2% of 360,000 active | GDH-TPI coupled enzyme counterscreen, NADH absorbance; in the data active = inhibition above about 30%;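 also: 0% = DMSO wells and 100% = wells lacking the enzyme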
Numbers without * were called inactive; ? = inconclusive; . = not tested or not shown; & = joins results of further samples.

SMILES	FBA Mtb inh	PrPC surface inh	MazF activator	Mtb BioA inh	UGM FP inh	Rv3671c inh	FadD28 FP inh	BoNT-F LC inh	GDH-TPI counter
Cc1ccc(S(=O)(=O)CCC(=O)c2ccc(O)cc2O)cc1	-1.1	-7.7	2.2	-1.9	1.5	-1.9	0.5	2.8	43.4*
COc1ccc(C2/C(=C(/O)c3ccccc3)C(=O)C(=O)N2C)cc1OC (stereo not given)	2.6	-6.3	5.4	0.3	-2.5	-7.7	-0.6	-33.0	9.4
CCCCCN(C(=O)NC(=O)Nc1nncs1)S(C)(=O)=O	0.8	1.7	-1.3	-1.2	-0.4	-0.9	0.1	3.1	7.2
CCNC(=S)NNC(=O)c1cc(-c2cccnc2)nc2ccccc12	2.2	-11.7	1.5	.	-0.2	-7.7	-1.8	0.7	14.2
Cc1cc(C)nc(N2CCN(c3ccc(F)cc3)CC2)n1	1.2	-8.4	5.2	-0.3	0.3	.	-4.1	?	8.9
COC(CNC(=O)c1cccc(-n2c(=S)[nH]c3cc(Cl)ccc3c2=O)c1)OC	68.0*	3.1	14.9	-0.3	-0.2	-0.4	0.1	-4.3	2.5
CCCNC(=O)c1ccc(C)c(NC(=O)C2=C(C)OCCS2)c1	0.1	-4.1	9.7	-2.4	-0.7	2.1	-3.9	-3.9	-6.0
COc1ccc2[nH]cc(CCn3ccc(=O)c(C)c3C)c2c1	-3.4	-4.0	15.4	1.1	-2.2	0.7	-3.0	-2.1	-3.7
Clc1cccc(Nc2ncnc3c2cnn3-c2ccccc2)c1	4.7	12.0	8.6	-1.0	0.1	-105.1	-11.8	-2.7	-0.9
CCCCCC/C=N/Nc1nnc(Cc2ccccc2)c(=O)[nH]1	1.6	6.3	-6.7	-0.5	0.5	3.9	-1.3	4.6	-0.3
CCOc1ccc(NC(=O)CN2C(=O)S/C(=C/c3cccn3C)C2=O)cc1	1.9	19.1	16.0	.	-0.5	-6.2	-1.3	4.8	-0.3
CC(C)(C)c1ccc(C(=O)Nc2ccc([N+](=O)[O-])cn2)cc1	-0.9	-1.5	8.4	-2.0	0.9	-1.0	-1.8	-0.4	3.4
Cc1ncc([N+](=O)[O-])n1CC(=O)Nc1ccc(OC(F)(F)Cl)cc1	0.4	-8.8	-0.5	0.2	-0.5	6.2	0.5	11.3	8.8
O=C(NCCc1ccccc1)c1ccccc1NC(=O)C1CCCO1 (stereo not given)	0.1	4.5	0.5	.	-0.8	-3.1	-0.9	0.7	-0.7
O=C(NCC1CCCO1)C(c1cccnc1)N(C(=O)Cc1cccs1)c1cccnc1 (stereo not given)	2.1	7.8	-2.4	-1.7	0.3	3.5	1.6	0.7	4.5
O=C(NCC1CCCO1)c1ccc(CS(=O)(=O)c2ccc(Br)cc2)o1 (stereo not given)	6.0	-8.7	-18.1	0.9	0.0	0.7	1.1	2.8	4.0
c1ccc(-c2nc(NCCCN3CCOCC3)c3ccccc3n2)cc1	1.7	-0.8	3.2	6.7	-1.0	4.3	-4.3	1.2	0.3
CNC(=O)CN(c1ccc(OC)cc1)S(=O)(=O)c1ccc(F)cc1	-1.8	12.0	1.5	-3.9	-2.8	-6.2	-0.6	-5.2	6.1
Cc1cccc(NC(=O)C2CCN(S(=O)(=O)c3c(C)nn(C)c3C)CC2)n1	4.7	-3.4	4.9	-0.6	-1.7	-8.4	1.3	4.8	1.4
Cc1ccccc1C(=O)Nc1ccccn1	0.0	8.4	-2.6	3.5	2.3	3.0	-1.4	18.3	-5.0
Cc1ccc(S(=O)(=O)N2CCN(c3ccnc4cc(Cl)ccc34)CC2)cc1C	-1.0	6.2	-8.6	.	1.7	-28.0	-2.6	1.9	6.4
Cc1ccc(-n2ncc3c(N4CCCC(C)C4)ncnc32)c(C)c1 (stereo not given)	-2.9	15.8	1.3	4.4	3.2	6.0	-3.4	-0.2	6.2
CC1(C)CC2CC(C)(CN2C(=S)NC(=O)c2ccccc2Cl)C1 (stereo not given)	0.3	0.8	7.5	13.4	2.8	3.2	-5.2	-3.8	-2.5
CCc1nnc(NC(=O)C2CCCN(S(=O)(=O)c3ccccc3)C2)s1 (stereo not given)	0.2	-1.7	3.7	-1.2	-0.4	-3.5	-0.4	-8.7	0.8
CCC(=O)Nc1ccc(C(=O)N/N=C/c2ccccc2[N+](=O)[O-])cc1	5.0	-25.6	7.3	.	-2.1	5.1	-2.6	-4.4	12.4
(further entries)
SMILES	FBA Mtb inh	PrPC surface inh	MazF activator	Mtb BioA inh	UGM FP inh	Rv3671c inh	FadD28 FP inh	BoNT-F LC inh	GDH-TPI counter
COc1ccc(NC(=O)N2CCCC2C(=O)NCc2ccccc2Cl)cc1 (stereo not given)	-1.1	-3.8	5.8	-0.8	0.2	7.7	-2.0	?	7.9
CCN1CCN(C(=O)C2CCN(c3nnc(-n4c(C)ccc4C)s3)CC2)CC1	0.4	0.7	13.5	-0.4	0.9	-3.5	-1.7	1.3	0.0
COc1ccc2nc(N3CCN(C(=O)c4ccc([N+](=O)[O-])o4)CC3)sc2c1	-2.4	1.4	-5.7	.	2.7	3.7	-2.4	-4.3	5.2
C=CCN1C(=O)C2(NNc3ccccc3O2)c2ccccc21 (stereo not given)	-8.7	-0.3	4.5	.	-4.9	6.8	-1.4	-1.7	5.0
C[C@@H]1CN([C@@H](C)CO)S(=O)(=O)c2ccc(Br)cc2O[C@@H]1CN(C)C(=O)C1CC1	-0.4	-1.9	2.4	0.2&-0.9&2.2	.	.	-3.3	-5.5	0.0
O=C(Cc1c(F)cccc1Cl)NCC(=O)OCc1ccccc1	1.9	1.4	4.7	.	0.9	3.9	-2.8	-3.1	-12.9
CCn1nnnc1SCC(=O)Nc1nc(-c2cccs2)cs1	1.8	-7.2	4.2	-0.4	0.4	-4.8	1.3	-7.5	8.0
CCOc1ccc(NS(=O)(=O)c2ccc(C(=O)NCC(C)(C)N3CCOCC3)cc2)cc1	-1.8	-5.8	5.8	-2.0	0.5	6.8	-3.8	9.0	0.7
CC(=O)Nc1cccc(/C(C)=N/NC(=O)c2cc(-c3ccncc3)nc3ccccc23)c1	-1.3	-4.4	-3.1	-0.6	0.3	7.2	-1.0	-1.5	6.5
O=C(NCc1ccccc1)C(c1c(F)cccc1Cl)N(C(=O)c1csnn1)C1CC1 (stereo not given)	-1.6	-0.1	-7.4	3.6	1.6	-2.3	-4.4	0.2	-6.7
COc1cc2[nH]c(=O)n(-c3ccccc3)c(=O)c2cc1OC	25.1	2.9	3.6	-0.1	-2.2	-1.2	0.0	6.0	8.6
O=C(Cn1nnc(-c2ccc3c(c2)OCO3)n1)NCc1ccco1	1.8	3.2	0.4	-0.6	0.6	7.0	-1.4	-0.4	-3.7
COc1ccccc1NC(=O)Cn1c(=O)n(-c2ccccc2)c(=O)c2oc3ccccc3c21	-0.3	-4.4	-7.2	.	0.4	0.3	-1.3	3.3	5.0
CC(C)(C)c1ccc(-c2csc(NC(=O)CN3C(=O)NC4(CCCCC4)C3=O)n2)cc1	-0.5	2.1	-33.2	0.5	1.2	-5.3	-2.5	0.1	-11.8
CCCn1c(SCC(=O)Nc2ccc(Cl)cc2F)nc(O)cc1=O	-3.1	4.8	-4.3	-1.7	-1.1	-4.5	-3.8	-6.7	-5.4
Cc1ccc2cccc(Oc3ncnc4scc(-c5ccc(Cl)cc5)c34)c2n1	-1.8	1.3	5.4	.	.	-15.5	-2.4	-1.2	-5.0
Cc1[nH]c2ccccc2c1C(c1ccccn1)N1CCCC1 (stereo not given)	2.2	1.9	7.0	.	3.5	-3.1	-0.7	-0.3	7.6
CN1C(=O)C(C)(C)c2cc(S(=O)(=O)N3CCCC3C(=O)NCc3ccc(F)cc3)ccc21 (stereo not given)	-2.8	4.4	12.4	2.5	1.1	-6.0	-2.4	-6.3	8.4
CCOc1ccccc1C(=O)NCC(=O)NNC(=O)c1cccc(S(=O)(=O)Nc2ccc(OC)cc2)c1	-0.4	4.6	-12.6	.	1.0	1.4	-3.4	-8.8	4.2
COc1cccc2c1oc1c(SCc3nc4ccccc4[nH]3)nc(C)nc12	2.5	0.8	-17.8	7.7	0.0	-7.9	-4.4	-6.8	2.7
CC(=O)c1c(C)[nH]c(C(=O)Nc2cccc(C(F)(F)F)c2)c1C	-0.3	10.3	7.0	-2.1	0.4	-19.0	-6.2	0.1	-1.5
COc1ccc(C(=O)Nc2cnn(Cc3ccc(Cl)cc3)c2)cc1OC	3.1	16.5	0.2	6.1	-1.6	-11.5	-3.6	-15.5	8.5
O=C(CSc1oc(-c2cccs2)nc1S(=O)(=O)c1ccccc1)NC1CCCCC1	2.8	3.4	-11.3	.	-1.0	-5.5	-1.6	-1.0	7.2
O=C1OCc2ccc(NS(=O)(=O)c3ccc(C(F)(F)F)cc3)cc21	-1.9	7.3	-3.0	0.0	1.2	-1.0	0.6	-1.9	-2.2
COc1cc(OC)c(C(=O)OCC(=O)NCCc2ccccc2)cc1OC	0.3	3.5	6.9	2.9	1.0	-5.1	0.1	-3.6	4.8
(listing goes on)
SMILES	FBA Mtb inh	PrPC surface inh	MazF activator	Mtb BioA inh	UGM FP inh	Rv3671c inh	FadD28 FP inh	BoNT-F LC inh	GDH-TPI counter
O=C(NCc1ccncc1)c1ccc(Br)o1	-2.7	1.9	-2.9	-1.1	-0.4	3.2	-1.2	-15.8	3.8
Cc1nn(CC(=O)N2CCc3ccccc3C2)c(C)c1Cl	0.0	-7.7	-18.7	-7.5	0.6	3.3	-2.1	-3.1	-1.6
Cc1cnc(CNC(=O)c2csc([C@@H]3C[C@H](O)[C@@H](CO)O3)n2)cn1	-3.5	-1.5	.	-0.8	.	.	-0.5	-5.2	3.5
CN(C)Cc1nc2ccccc2c(=O)n1Cc1nc(C(C)(C)C)cs1	-1.2	1.6	14.8	-0.2	-1.4	-3.9	-3.0	-5.3	-3.0
O=C(O)C1=C[C@H](c2ccc(Br)cc2)C[C@H](OCCCCO)O1	1.4	-2.8	-1.3	0.7&2.0	-0.5	0.4	1.4	0.7	9.5
CCOc1ccc(C(C(=O)NC2CCCCC2)N(C(=O)Cc2cccs2)c2ccc(-n3cnnn3)c(OC)c2)cc1 (stereo not given)	2.1	4.5	-1.3	.	-1.3	-4.5	-0.9	-6.3	5.2
COc1ccc(O)c(/C=N/c2sc(C)c(C)c2C#N)c1	0.0	8.5	3.8	-0.7	-5.7	9.5	-3.3	-3.8	-7.3
COc1ccc([N+](=O)[O-])cc1NC(=O)/C=C/C(=O)O	1.7	2.6	9.5	-0.2	-1.8	-0.1	-1.6	-6.6	6.3
CC(C)CNC(=O)CCCc1c[nH]c2ccccc12	0.8	5.8	4.8	.	2.6	-4.4	-0.9	0.3	6.6
COc1cc2oc(=O)cc(-c3cccc(-c4ccc(C(F)(F)F)cc4)c3)c2c(OC)c1OC	-0.4	8.4	-1.4	-1.8	.	.	-2.1	-5.1	16.4
COc1ccc(N2CCN(C(=O)c3cccs3)CC2)cc1	-0.3	2.1	-1.3	0.3	-0.4	1.6	-3.1	?	0.5
Cn1nc(C(F)(F)F)c(C(=O)Nc2ccc(F)cc2F)c1Sc1cccc(C(F)(F)F)c1	0.4	10.1	3.6	5.4	0.7	-13.9	-1.1	-7.1	3.0
